# Dicer processing: inhibitors of Dicer pre-microRNA processing, primary screen, biochemical, cat-ELCCA, chemiluminescence | Endoribonuclease Dicer (Homo sapiens), Q9UPY3 | cat-ELCCA pre-miR-21 Dicer processing; hits give high values | z-score at 25 µM | 47,000 tested, 6% active | AID 1347074, 2019; in the data active means z-score above about 3, passing the limit was not always enough;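 further: plate controls were vehicle for no effect and no enzyme for full effect; higher signal means more uncleaved substrate so more Dicer inhibition; strong numbers were not always called active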
# Target sequence (Q9UPY3 whole entry, looked up): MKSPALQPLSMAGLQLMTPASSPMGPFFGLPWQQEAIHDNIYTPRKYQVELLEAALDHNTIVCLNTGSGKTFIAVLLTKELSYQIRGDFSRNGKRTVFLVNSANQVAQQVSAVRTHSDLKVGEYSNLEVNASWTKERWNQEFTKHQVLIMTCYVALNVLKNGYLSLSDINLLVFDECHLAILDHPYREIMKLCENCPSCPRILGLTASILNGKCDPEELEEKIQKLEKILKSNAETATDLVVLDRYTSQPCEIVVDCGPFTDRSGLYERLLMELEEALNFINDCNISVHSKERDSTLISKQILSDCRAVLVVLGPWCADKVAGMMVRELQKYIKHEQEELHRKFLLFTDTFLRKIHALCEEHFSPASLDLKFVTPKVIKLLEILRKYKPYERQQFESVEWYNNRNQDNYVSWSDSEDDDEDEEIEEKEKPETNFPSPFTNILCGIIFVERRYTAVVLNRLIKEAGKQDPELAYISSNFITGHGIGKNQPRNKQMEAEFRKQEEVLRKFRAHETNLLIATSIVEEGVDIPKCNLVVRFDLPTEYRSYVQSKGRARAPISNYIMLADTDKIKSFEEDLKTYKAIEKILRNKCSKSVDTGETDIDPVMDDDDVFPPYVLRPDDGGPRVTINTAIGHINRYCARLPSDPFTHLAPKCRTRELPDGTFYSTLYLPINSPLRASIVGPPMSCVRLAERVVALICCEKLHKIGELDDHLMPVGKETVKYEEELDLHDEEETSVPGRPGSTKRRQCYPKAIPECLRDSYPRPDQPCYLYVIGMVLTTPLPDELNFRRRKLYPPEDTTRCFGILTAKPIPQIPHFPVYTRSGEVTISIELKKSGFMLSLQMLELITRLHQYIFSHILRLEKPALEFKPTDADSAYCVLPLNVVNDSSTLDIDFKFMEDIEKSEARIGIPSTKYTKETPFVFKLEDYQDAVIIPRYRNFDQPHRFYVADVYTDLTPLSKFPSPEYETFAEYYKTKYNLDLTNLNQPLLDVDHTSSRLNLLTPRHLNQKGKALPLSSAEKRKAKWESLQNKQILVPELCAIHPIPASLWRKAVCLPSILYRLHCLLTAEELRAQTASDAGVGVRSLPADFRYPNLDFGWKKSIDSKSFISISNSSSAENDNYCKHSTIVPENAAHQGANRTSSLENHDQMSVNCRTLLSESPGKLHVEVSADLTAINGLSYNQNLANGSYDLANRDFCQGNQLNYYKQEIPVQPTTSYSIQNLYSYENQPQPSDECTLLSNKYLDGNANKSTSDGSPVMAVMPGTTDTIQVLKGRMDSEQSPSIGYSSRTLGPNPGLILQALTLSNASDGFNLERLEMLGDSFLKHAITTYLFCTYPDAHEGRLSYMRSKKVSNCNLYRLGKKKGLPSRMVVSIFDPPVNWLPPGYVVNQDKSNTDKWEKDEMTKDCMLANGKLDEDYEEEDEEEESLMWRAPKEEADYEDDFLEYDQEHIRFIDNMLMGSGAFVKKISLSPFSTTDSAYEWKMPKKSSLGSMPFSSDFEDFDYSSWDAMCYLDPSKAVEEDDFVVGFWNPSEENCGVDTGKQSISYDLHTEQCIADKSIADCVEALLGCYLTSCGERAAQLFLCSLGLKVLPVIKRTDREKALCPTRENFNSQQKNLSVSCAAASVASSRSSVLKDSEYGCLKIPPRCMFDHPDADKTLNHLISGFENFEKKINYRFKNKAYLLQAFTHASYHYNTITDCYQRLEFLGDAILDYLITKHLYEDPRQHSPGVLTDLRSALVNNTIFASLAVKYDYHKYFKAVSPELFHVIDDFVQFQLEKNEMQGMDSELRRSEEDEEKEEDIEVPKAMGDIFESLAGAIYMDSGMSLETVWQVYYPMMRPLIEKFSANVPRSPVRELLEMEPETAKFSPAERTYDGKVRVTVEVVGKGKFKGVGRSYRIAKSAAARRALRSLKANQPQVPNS
# Numbers without * were called inactive. The list is partial (hit frequency here may not be typical).
SMILES,Dicer processing
N#Cc1cccnc1NNC(=O)Nc1cccc2ccccc12,-5.77
CC(C)(C)c1ccc(C(=O)Oc2ccc3occ([N+](=O)[O-])c3c2)cc1,2.02
Cc1cc(C)c2c(n1)sc1c(SCc3ccccc3Cl)ncnc12,0.09
Nc1nc2c(-c3ccccc3)c(C(F)(F)F)sc2s1,4.17*
CC(C)c1ccc(/C=N/NC(=O)CC#N)cc1,-1.12
Fc1ccc(CN2C3=NCCN3c3ccccc32)cc1,7.44*
Oc1cccc(C=NCCNc2nccc(C(F)(F)F)n2)c1,-0.42
Cc1cn(C(=O)Nc2ccc(Cl)cc2)nc1-c1cccs1,0.83
O=C(OCCN1CCOCC1)c1ccco1,0.75
Nc1ncnc2oc(-c3ccccc3)c(-c3ccccc3)c12,1.44
O=S(=O)(CS(=O)(=O)c1ccccc1)c1ccccc1,-0.72
N#Cc1cn(CC(=O)NCCc2c[nH]c3ccccc23)c2ccccc12,-0.91
Cn1cc(Br)c(/C=N/Nc2ccc(Cl)cc2Cl)n1,0.69
Cc1cc(S(=O)(=O)N2C(C)CCCC2C)ccc1Cl (stereo not given),0.44
O=c1[nH]nc(Sc2ncc(Br)cc2[N+](=O)[O-])n1-c1cccc(C(F)(F)F)c1,-0.79
CC(=O)C1=NN(c2ccc(Cl)cc2)C2(SCC(=O)N2c2ccccc2)S1 (stereo not given),0.16
CCSc1nnc2c(n1)OC(c1ccccc1OC)Nc1ccccc1-2 (stereo not given),-0.24
CCn1c2ccccc2c2nnc(SCc3ccccc3)nc21,1.2
CCOC(=O)c1cnc(SCSc2nc3ccccc3s2)nc1N,1.52
CCOc1cc(CNCCO)cc(Cl)c1OCc1cccs1,-0.58
Cc1ccc(C2c3c(oc4ccccc4c3=O)C(=O)N2CCCN2CCOCC2)cc1 (stereo not given),0.15
O=C(CSc1c(Cl)c(Cl)cc(Cl)c1Cl)Nc1ccc(Cl)cc1,-4.95
Cc1ccc(F)cc1NCN1C(=O)c2ccccc2C1=O,0.29
CCOC(=O)c1c(C)[nH]c2ccc(O)cc12,-0.52
CCOC(=O)c1c(NC(=O)Nc2ccc(F)cc2)sc2c1CCN(C)C2,0.57
COc1nc(-c2ccc(C)cc2)ccc1-c1noc(C)n1,0.89
O=c1c(C(c2ccc3c(c2)OCO3)c2c(O)sc3ccccc3c2=O)c(O)sc2ccccc12,-1.58
COc1cc(C2Nc3ccccc3NC3=C2C(=O)CC(C)(C)C3)ccc1OCc1ccccc1 (stereo not given),-0.9
CCOC(=S)SCc1ccc(C(=O)Oc2ccc(F)cc2Cl)cc1,-0.6
CC(=O)OCCn1c(=O)[nH]c(=O)c2nsnc21,-0.17
COc1ccc(S(=O)(=O)NCCSc2ccccn2)cc1,0.14
O=c1c(-c2ccc(O)cc2)coc2cc(O)ccc12,-3.15
C=CCN1C(=O)NC2(CCCCC2)C1=O,0.27
CC(N)(C(=O)O)c1ccc(C(=O)O)cc1 (stereo not given),-0.2
COc1ccc(-c2noc(CSc3nc4ccccc4[nH]3)n2)cc1,0.68
CCCOC(=O)C(C)Oc1ccc2c(=O)c(-c3ccc(Cl)cc3)coc2c1 (stereo not given),3.25*
Cc1nc2cc(-n3c(O)c[nH]c3=O)ccc2s1,1.96
O=C(Oc1ccc2oc(=O)sc2c1)c1ccc(Br)cc1,-0.22
N#Cc1c(SCc2ccccc2)nc2c(c1-c1cccs1)CCCC2,-0.61
CN(C)CCCOc1nc2c(c(=O)n(C)c(=O)n2C)n1C,-0.1
CCc1ccc(C2C3=C(CCCC3=O)Nc3c2c(=O)n(C)c(=O)n3C)cc1 (stereo not given),2.5
CCN(CC)CCCNc1nc(-c2ccccc2)nc2ccccc12,-0.41
O=C(O)c1cc(=O)c2c(OCC(O)COc3cccc4oc(C(=O)O)cc(=O)c34)cccc2o1,2.55
c1ccc(Nc2nnc(-c3cccc4ccccc34)o2)cc1,0.59
O=C(Nc1ncccn1)c1c(O)c2ccccc2[nH]c1=O,0.22
COc1ccc2[nH]c(=O)c(-c3ccccc3)c(O)c2c1,0.63
Cc1cccn2c(=O)c(NC(=O)c3ccc(Cl)cc3)cnc12,0.05
CC(=NCCc1ccccc1)C1CCOC1=O (stereo not given),-0.65
Cc1[nH]c(=O)[nH]c(=O)c1NS(C)(=O)=O,-0.03
O=C(Nc1ccc(Cl)cc1Cl)Nc1cnn(-c2ccc(Cl)cc2)c1C(F)(F)F,0.19

# Following part:
SMILES,Dicer processing
Cc1ccc(C(=O)Nc2nc(-c3ccc(C)c(Cl)c3)c(C)s2)cc1,1.42
CNc1ccc([N+](=O)[O-])cc1C(F)(F)F,0.56
Cc1noc(NC(=O)NC(=O)c2cc(F)c(N(C)C)c(F)c2)c1C,-0.11
COc1ccc(C(=O)c2c(N)sc3c2CCN(C(=O)OC(C)(C)C)C3)cc1,-2.34
c1cc(-c2nc3ccccc3[nH]2)nc(-c2nc3ccccc3[nH]2)c1,-0.51
COc1c(O[C@@H]2O[C@H](CO)[C@@H](O)[C@H](O)[C@H]2O)cc2c(c1OC)-c1ccc(SC)c(=O)cc1[C@@H](NC(C)=O)CC2,-0.14
O=S(=O)(Nc1nc(SCc2ccc(Cl)cc2)n[nH]1)c1ccccc1,-0.77
CC(=O)c1sc2scc(C)c2c1C,2.17
CCOC(=O)C1=C(C)NC2=C(C(=O)c3ccccc32)C1c1cccc(F)c1 (stereo not given),-1.25
CCOC(=O)CSc1sc(C(=O)OCC)c2c1C(O)CCC2 (stereo not given),-1.03
Cc1ccc(OC(=O)OCSc2nn[nH]n2)cc1,-0.23
O=C(Nc1cc(=O)c2ccccc2o1)N1CCOCC1,1.23
O=C(c1ccccc1)c1nn(-c2ccc(Cl)cc2)ccc1=O,0.53
Cc1cccc(-c2nnc3n2N=C(c2ccccc2)CS3)c1,-3.36
N#CN=C(S/C=C/C(=O)c1cccc(Br)c1)SCc1ccccc1,-2.2
O=C(O)Cc1csc(NC(=O)CSc2cccc(C(=O)O)n2)n1,-1.29
CC1CC(C)(C)N(C(=O)Nc2ccccc2)c2ccccc21 (stereo not given),1.21
COc1ccc(NC2CC(=O)N(c3ccccc3OC)C2=O)cc1 (stereo not given),-1.18
COC(=O)Nc1ccc(S(=O)(=O)N2CCCC(C(=O)NC3CCCCC3)C2)cc1 (stereo not given),-1.71
CCCOc1ccc(N2C(=O)CC(SCC(=O)O)C2=O)cc1 (stereo not given),0.02
O=C(CN1C(=O)c2ccccc2C1=O)N1CC=C(c2ccccc2)CC1,0.32
CCOC(=O)CNC(=O)c1ccc(Cl)cc1,-0.21
CCOc1ccc(C2CC(=O)C3=C(C2)NC(C)=C(C(=O)OCCOC)C3c2cccs2)cc1OC (stereo not given),-1.39
CCOC(=O)c1ccc2nc(/N=C/NO)sc2c1,-1.84
Cc1ccc(-n2c(O)cnc2Nc2nc(C)cc(C)n2)cc1,0.57
O=C1CS/C(=N\N=C\c2c(Cl)cccc2Cl)N1,-0.44
O=C(c1ccc(F)cc1)C1CCN(Cc2cn[nH]c2-c2ccc(F)cc2)CC1,2.09
CCOC(=O)c1cc(C)n(-c2cccc(F)c2C#N)n1,-0.75
CN(C)/C=C(\C#N)C(=O)Nc1ccc(F)cc1,1.3
COCCOC(=O)C1=C(C)N=C2SCCC(=O)N2C1c1cccc(F)c1 (stereo not given),0.21
C=CCOc1ccc(C2c3c(oc4ccccc4c3=O)C(=O)N2c2nc(C)c(C)s2)cc1OCC (stereo not given),-0.99
C=C1SC(Nc2ccc(C)cc2C)=NC1(C)C,-1.66
CC1=Nn2c(Cn3nnc4ccccc43)nnc2SC1,-2.3
CCCCOC(=O)C1=C(C)NC2=C(C(=O)CC(C)(C)C2)C1c1ccccc1Cl (stereo not given),1.21
Cc1cc(Cl)ccc1Nc1nnc(-c2ccccc2Cl)s1,-1.46
C=C(C)c1cccc(C(C)(C)NC(=O)N2CCN(C/C=C/c3ccccc3)CC2)c1,0.15
N#CC1CN(Cc2cccs2)CN(Cc2cccs2)C1,-0.59
c1ccc(-c2c(-c3ccccc3)c3ccccn3c2CN2CCOCC2)cc1,-2.08
CCOC(=O)c1cc(NC(C)=O)ccc1Oc1cncc(Cl)c1,0.19
O=C(c1ccc(Cl)cc1)n1cc(-c2ccccc2)c(C(F)(F)F)n1,1.03
COC(=O)c1c(C)oc2ccc(OC(C)C(=O)OC)cc12 (stereo not given),0.87
Cc1ccc(O)c(-c2cc(C(F)(F)C(F)F)on2)c1,2.38
COc1ccc(OC)c(-c2noc(CSc3nc4ccc(C)cc4[nH]3)n2)c1,0.04
CCOC(=O)C(=CNc1nc2ccc(C(=O)OCC)cc2s1)C(=O)OCC,1.24
Cc1n[nH]c(C)c1Sc1nnnn1-c1ccccc1,-1.73
Cc1nc(-c2cccnc2)nc(N2CCCN(Cc3ccc(F)cc3)CC2)c1Cl,-1.66
O=C(CSc1nc2ccccc2s1)N1CCc2ccccc21,1.4
CC1(C)OC(=O)CC1C(=O)N1CCOCC1 (stereo not given),-1.31
CCc1ccc2nc(Nc3nc(CSc4nnc(C)s4)cc(=O)[nH]3)nc(C)c2c1,3.07*
COc1ccccc1N1CCN(S(=O)(=O)c2ccccc2)CC1,0.58

# New compounds follow:
SMILES,Dicer processing
COc1ccc(OC)c(S(=O)(=O)Nc2ccc(-c3ncon3)cc2)c1,-0.11
CC(C)Cc1ccc(C(=O)/C=C/N(C)C)cc1,0.54
O=C(Nc1cc(C(F)(F)F)ccc1NCCc1ccccc1)c1sc2ccccc2c1Cl,-1.32
CCCOc1ccc(Br)cc1C1C(C(=O)OCC)=C(C)Nc2nnnn21 (stereo not given),0.62
CSc1sc(-c2ccno2)c(-c2ccccc2)c1C#N,1.22
Cc1ncc([N+](=O)[O-])n1CCOC(=O)c1ccc(Cl)cc1Cl,0.35
COc1cc(C2c3c(oc4cc(C)c(C)cc4c3=O)C(=O)N2CCCN(C)C)ccc1O (stereo not given),0.06
CCOC(=O)C1=C(C)Nc2nnnn2C1c1ccc(OCc2ccccc2)c(OCC)c1 (stereo not given),1.55
Cc1ccc(C2CC(c3c(-c4ccccc4)c4cc(Cl)ccc4[nH]c3=O)=NN2S(C)(=O)=O)cc1 (stereo not given),1.97
O=C(Nc1ncccc1OCc1ccc(Cl)c(Cl)c1)Nc1cccc2ccccc12,-0.85
Nc1cc(=O)[nH]c(SCC(=O)Nc2ccccc2F)n1,1.47
Cc1nc2c(C)nn(-c3ccccc3)c2s1,-0.37
O=C1CC2(CCCC2)C(=O)N1c1ccc(S(=O)(=O)Nc2ccc(Cl)cc2Cl)cc1Cl,-0.58
COc1ccc(C2NCCc3c2[nH]c2ccc(OC)cc32)cc1 (stereo not given),-0.66
Nc1nnc(-c2ccc3nsnc3c2)o1,0.29
Cc1c(Br)cc2nc3c(nc2c1C)CCCC3,1.03
COC(=O)c1cc(=O)n2c(-c3ccccc3)csc2n1,2.06
CNc1c([N+](=O)[O-])c(=O)oc2ccccc12,0.2
COc1ccc(C2Oc3c(OC)cccc3C3CC(c4cc(OC)ccc4O)=NN32)cc1 (stereo not given),0.44
COCCOC(=O)C1=C(C)NC2=C(C(=O)CC(C)(C)C2)C1c1cccc(OCc2ccccc2)c1 (stereo not given),1.42
O=S(=O)(c1cccs1)N1CC=C(c2ccccc2)CC1,-0.2
O=C(O)CSc1nnc(-c2cccc(Cl)c2)o1,0.44
CC(=O)c1ccc(OCc2ccccc2)c(C)c1OC(=O)c1ccc(Cl)c(Cl)c1,-2.23
CC(C)(C)c1ccc(NC(=O)c2ccc(N3C(=O)CSCC3=O)cc2)cc1,3.71
COCCn1c2c(c(=O)[nH]c1=O)C(c1ccc(C(C)C)cc1)C1=C(N2)c2ccccc2C1=O (stereo not given),-0.25
Cc1cc(OC(=O)c2c(-c3ccccc3)noc2C)n(-c2ccccc2)n1,-2.18
CN(C)CCn1cnc2c1c(=O)n(C)c(=O)n2C,-2.57
CSc1nnc2c(n1)OC(c1ccccc1OC(C)=O)N(C(C)=O)c1ccccc1-2 (stereo not given),-0.8
COC(=O)C1=C(C)NC2=C(C(=O)CC(c3ccc(OC)cc3)C2)C1c1ccc(OC)cc1OC (stereo not given),-2.12
COC(=O)c1c(-c2c(Cl)cccc2Cl)noc1NC(=O)NN1CCCCC1,-1.94
CCCCCc1ccc(C(=O)NC(=S)Nc2c(C(=O)OCC)cnn2C)cc1,-2.97
O=C(CCSc1nnc(NC2=NS(=O)(=O)c3ccccc32)s1)Nc1ccccc1,3.18*
NC1=NC(c2cccc(Br)c2)n2c(nc3ccccc32)N1 (stereo not given),0.38
COc1ccccc1C(=O)Oc1ccc2c(=O)c(Oc3ccccc3Br)coc2c1,2.16
CCOC(=O)N/N=C/c1ccc(Cl)c(Cl)c1,-1.29
Cc1csc(-c2ccc(Oc3ccc(Cl)cc3)nc2)n1,-1.6
Cc1ccccc1NC1=NS(=O)(=O)c2ccccc21,-2.4

# Rewritten with bars between the fields: entries from further up.
structure | Dicer processing
O=C(O)CSc1nnc(-c2cccc(Cl)c2)o1 | 0.44
CC(=O)c1ccc(OCc2ccccc2)c(C)c1OC(=O)c1ccc(Cl)c(Cl)c1 | -2.23
CC(C)(C)c1ccc(NC(=O)c2ccc(N3C(=O)CSCC3=O)cc2)cc1 | 3.71
COCCn1c2c(c(=O)[nH]c1=O)C(c1ccc(C(C)C)cc1)C1=C(N2)c2ccccc2C1=O (stereo not given) | -0.25
Cc1cc(OC(=O)c2c(-c3ccccc3)noc2C)n(-c2ccccc2)n1 | -2.18
CN(C)CCn1cnc2c1c(=O)n(C)c(=O)n2C | -2.57
CSc1nnc2c(n1)OC(c1ccccc1OC(C)=O)N(C(C)=O)c1ccccc1-2 (stereo not given) | -0.8
COC(=O)C1=C(C)NC2=C(C(=O)CC(c3ccc(OC)cc3)C2)C1c1ccc(OC)cc1OC (stereo not given) | -2.12
COC(=O)c1c(-c2c(Cl)cccc2Cl)noc1NC(=O)NN1CCCCC1 | -1.94
CCCCCc1ccc(C(=O)NC(=S)Nc2c(C(=O)OCC)cnn2C)cc1 | -2.97
O=C(CCSc1nnc(NC2=NS(=O)(=O)c3ccccc32)s1)Nc1ccccc1 | 3.18*
NC1=NC(c2cccc(Br)c2)n2c(nc3ccccc32)N1 (stereo not given) | 0.38
COc1ccccc1C(=O)Oc1ccc2c(=O)c(Oc3ccccc3Br)coc2c1 | 2.16
CCOC(=O)N/N=C/c1ccc(Cl)c(Cl)c1 | -1.29
Cc1csc(-c2ccc(Oc3ccc(Cl)cc3)nc2)n1 | -1.6
Cc1ccccc1NC1=NS(=O)(=O)c2ccccc21 | -2.4

# High-throughput results as filed in PubChem.
